# FAK inh = blocks human focal adhesion kinase activity; 0.84% of 97,000 active; biochemical FAK kinase activity assay; AID 727; inhibition, %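 (tested at 7 µM)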; in the data active = inhibition above about 19%;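 also: 0% = DMSO and 100% = reference compound high control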
# LYP inh 2 = blocks human PTPN22 phosphatase activity. Q9Y2R2. recombinant LYP catalytic domain, DiFMUP fluorescence. AID 640. 0.21% of 96,000 active. inhibition, % at 2 µM;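 active = inhibition at 2 µM at or above a set limit, the screen mean plus 3 SD, cut at about 24% in these data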;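 also: 0% = DMSO with enzyme and 100% = enzyme fully blocked by orthovanadate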
# Rev-RRE block = inhibitors of HIV-1 Rev-RRE RNA interaction. P05866. Rev peptide-RRE RNA binding, FRET. inhibition, % at 8 µM. 0.79% of 97,000 active;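 active = inhibition above the screen-wide mean plus 3 SD, cut at about 35% in these data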;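 also: 0% = median DMSO wells and 100% = median Neomycin B control wells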
# Target sequence (P05866 whole entry, looked up): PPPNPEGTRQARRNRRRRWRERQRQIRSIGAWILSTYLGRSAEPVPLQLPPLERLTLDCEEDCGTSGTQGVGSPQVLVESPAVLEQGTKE
#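 Test system: Cy5-tagged RRE RNA duplex with fluorescein-tagged Rev peptide | Read-out: % inhibition of FRET ratio versus controls | Probe or stimulus: Labelled Rev peptide | Incubation: 5 min RNA-compound premix plus 15 min binding step, 25 °C | Technique: FRET fluorescence readout | Benchmarks: DMSO low control, neomycin B high control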
# Pyk2 oligo antag = antagonists of human Pyk2 oligomerization; Q293 cells, Pyk2 FERM NanoBiT luminescence; hits give low values; z-score (the deposit names both 25 µM and 10 µM); 0.83% of 99,000 active;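 active = Z-score of -3 or lower, scaled per plate to the spread of control and sample wells; inactive = z-score above -3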;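 also: negative z-score means lost luminescence so less FERM oligomerization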
# Target sequence (Q14289 whole entry, looked up): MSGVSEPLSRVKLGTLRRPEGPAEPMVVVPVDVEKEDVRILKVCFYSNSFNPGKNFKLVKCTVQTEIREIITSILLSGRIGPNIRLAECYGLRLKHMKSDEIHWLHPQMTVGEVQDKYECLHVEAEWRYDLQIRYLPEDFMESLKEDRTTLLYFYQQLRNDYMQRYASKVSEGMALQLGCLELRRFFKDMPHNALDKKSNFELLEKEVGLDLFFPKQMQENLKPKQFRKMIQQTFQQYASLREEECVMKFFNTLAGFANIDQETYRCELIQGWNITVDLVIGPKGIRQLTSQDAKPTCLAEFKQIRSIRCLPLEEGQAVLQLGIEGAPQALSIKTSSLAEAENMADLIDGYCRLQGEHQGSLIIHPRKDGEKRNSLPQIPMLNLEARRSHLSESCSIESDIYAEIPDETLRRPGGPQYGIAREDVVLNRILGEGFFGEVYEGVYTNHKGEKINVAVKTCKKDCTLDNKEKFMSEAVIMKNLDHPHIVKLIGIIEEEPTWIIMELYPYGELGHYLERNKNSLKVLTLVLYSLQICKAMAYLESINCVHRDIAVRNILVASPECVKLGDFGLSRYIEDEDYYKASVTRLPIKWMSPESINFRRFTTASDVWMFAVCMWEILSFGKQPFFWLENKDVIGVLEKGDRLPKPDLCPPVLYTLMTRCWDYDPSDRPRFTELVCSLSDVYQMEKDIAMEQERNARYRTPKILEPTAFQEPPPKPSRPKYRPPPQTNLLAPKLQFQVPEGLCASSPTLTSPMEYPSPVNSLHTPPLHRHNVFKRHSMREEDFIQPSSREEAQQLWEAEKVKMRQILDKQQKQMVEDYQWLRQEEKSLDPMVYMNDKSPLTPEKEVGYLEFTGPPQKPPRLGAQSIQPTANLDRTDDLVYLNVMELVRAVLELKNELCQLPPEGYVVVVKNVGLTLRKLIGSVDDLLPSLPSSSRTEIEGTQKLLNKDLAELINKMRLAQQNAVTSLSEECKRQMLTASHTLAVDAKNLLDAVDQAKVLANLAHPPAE
# PLK1 PBD inh = blocks phosphopeptide binding to human Plk1 polo box domain. P53350. Plk1 PBD phosphopeptide binding, fluorescence polarization. inhibition, %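 (tested at about 20 µM)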. 0.13% of 97,000 active. AID 693; in the data active = inhibition above about 34%, passing the limit was not always enough
# F-actin modifier = alters cytoskeleton assembly in HUVEC cells; HUVEC TNFa F-actin phalloidin imaging, high content; inhibition, % at 2 µM; 0.18% of 91,000 active;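 active = inhibition above the batch mean plus 3 SD and confirmed as a hit by visual image inspection, cut at about 30% in these data, passing the limit was not always enough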; also: strong numbers were not always called active
# PLK1 kinase inh = inhibitors of human PLK1 kinase; AID 619; recombinant PLK1 kinase, TR-FRET peptide phosphorylation; inhibition, % at 10 µM; 0.53% of 97,000 active; P53350;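 active = inhibition of 50% or more in the single-concentration screen; inactive = inhibition below 50%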;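 also: 0% = DMSO max control and 100% = H-89 dihydrochloride min control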
# EphB4 antag = blocks human EphB4 binding to ephrin-B2. P54760. EphB4 LBD / TNYL-RAW-Alexa532 peptide, fluorescence polarization. inhibition, % at 7 µM. 0.15% of 97,000 active. AID 720;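 active = inhibition above the screen-wide mean inhibition plus 3 SD, cut at about 15% in these data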;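 also: 0% = DMSO wells and 100% = excess unlabeled TNYL-RAW peptide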
# PTPN22 act = increases human PTPN22 phosphatase activity | 0.11% of 96,000 active | recombinant LYP, DiFMUP fluorescence; 0 = plate median, 100 = signal doubled | activation, % at 2 µM | AID 697;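 active = activation at 2 µM above a set limit, the mean plus 5 SD, cut at about 37% in these data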
# An asterisk follows results filed as active; / = not tested or not shown.
FAK inh,LYP inh 2,Rev-RRE block,Pyk2 oligo antag,PLK1 PBD inh,F-actin modifier,PLK1 kinase inh,EphB4 antag,PTPN22 act,Structure
1,1,-1,-0.2,13,14,-12,2,-5,Cc1cccnc1NC(=O)Nc1cccc2ccccc12
0,9,7,0.62,17,8,-8,1,-9,CCN1C(=O)CC(NCc2ccc3c(c2)OCO3)C1=O (stereo not given)
-1,-3,13,-0.66,1,-1,-11,2,4,CC(=O)Nc1ccc(NC(=O)CN2CCN(c3cccc(C(F)(F)F)c3)CC2)cc1
2,8,10,0.17,-22,-25,2,8,-9,Nc1ccc2oc(-c3cccc4ccccc34)nc2c1
0,-3,3,0.61,-8,2,-8,5,5,CCOCCCNC(=O)CCNS(=O)(=O)c1ccc(C)cc1
4,5,4,1.1,-15,15,-8,1,-5,O=C1CSC2=NCN(c3ccccc3)CN12
-7,-3,-2,/,-6,-10,2,-3,2,Cc1cc(=O)oc(C)c1C(=O)N1CCc2c([nH]c3ccccc23)C1C(C)C (stereo not given)
0,-2,12,-1.1,15,8,-7,1,5,CN(C)c1nc(SCc2ccccc2Cl)nc2c1CCCC2
-2,-4,1,-0.06,29,16,-6,-6,2,Cc1csc(NC(=O)C2CCN(C(=O)CSc3nnc(C)n3Cc3ccccc3)CC2)n1
6,0,10,0.02,-17,29,9,1,-2,Cc1cc(C)n(CCOc2nonc2N)n1
2,9,12,0.98,6,-3,6,-7,-7,CC1(C)C(=O)OC(C(=O)c2ccc(C(C)(C)C)cc2)C(C)(C)C1=O (stereo not given)
22*,12,8,1.9,13,-2,-7,8,-12,Cc1cc(-c2csc(NC(=O)c3ccc(=O)n(C)n3)n2)c(C)n1CC1CCCO1 (stereo not given)
-2,-1,1,0.64,12,-1,-4,-1,3,CCOC(=O)c1cnc2nc(NCc3ccc(OCc4ccccc4)cc3)[nH]n2c1=O
-7,6,-1,1.8,-34,-3,-2,-2,-4,CCCCCCC1CC(C)(/C(C)=N/NC(N)=O)OC1=O (stereo not given)
-1,-3,4,0.4,0,2,-6,-5,0,COC(=O)c1nnn(-c2nonc2N)c1CN1CCc2ccccc21
-4,10,1,2.1,-5,29,-10,-1,-6,CC(=O)Nc1ccc(OC(=O)c2cc3ccccc3oc2=O)cc1
5,-2,-4,-0.1,19,6,-16,-2,0,O=C(CCC1CCCC1)Nc1ccc(Br)cn1
0,-2,5,1.5,22,6,-3,2,1,COc1cc2[nH]c(=O)n(Cc3ccc(C(=O)NCCCN4CCC(C)CC4)cc3)c(=O)c2cc1OC
-1,2,2,2.1,9,3,-16,-3,-2,COc1ccccc1-n1c(C)nnc1SCC(=O)Nc1cccc(C(C)=O)c1
-2,-3,1,0.85,4,3,-9,0,5,CC(C)(C)C(=O)NNC(=O)CCCOc1ccc(Cl)cc1Cl

# One compound at a time, as listed above.
# Results for CC(C)(C)C(=O)NNC(=O)CCCOc1ccc(Cl)cc1Cl : FAK inh: -2; LYP inh 2: -3; Rev-RRE block: 1; Pyk2 oligo antag: 0.85; PLK1 PBD inh: 4; F-actin modifier: 3; PLK1 kinase inh: -9; EphB4 antag: 0; PTPN22 act: 5
# Results for Cc1cc(C)n(CCOc2nonc2N)n1 : FAK inh: 6; LYP inh 2: 0; Rev-RRE block: 10; Pyk2 oligo antag: 0.02; PLK1 PBD inh: -17; F-actin modifier: 29; PLK1 kinase inh: 9; EphB4 antag: 1; PTPN22 act: -2

# The results go on:
FAK inh,LYP inh 2,Rev-RRE block,Pyk2 oligo antag,PLK1 PBD inh,F-actin modifier,PLK1 kinase inh,EphB4 antag,PTPN22 act,Structure
-6,-9,4,-0.2,5,15,-12,-6,15,CCCCN(C(=S)Nc1ccccc1)C1CCS(=O)(=O)C1 (stereo not given)
3,1,6,1.9,-5,-1,0,0,2,CCc1cc2cccc(C)c2nc1SCC(=O)NNC(=O)c1ccco1
1,-5,11,-0.24,-18,6,-9,-1,4,Clc1ccc(/C=N/Nc2ncnc3ccccc23)cc1Cl
-1,2,14,0.07,-35,19,-14,0,1,O=c1cc(CN2CCN(c3cccc(Cl)c3)CC2)c2cc3c(cc2o1)CCCC3
6,-10,11,2.1,-3,31,-3,2,7,O=C(Cn1nnc(-c2ccc(Cl)cc2)n1)NC1CC2CCC1C2 (stereo not given)
1,7,3,0.34,-3,-6,-9,2,-6,CCOC(=O)c1oc2ccc(CNCCO)c(Cl)c2c1C
3,8,9,0.48,-1,-5,-1,-1,-5,CCOC(=O)C1CN(S(=O)(=O)c2ccc(F)cc2)C1
1,7,8,1.1,-8,-14,-13,-9,-2,CCc1cc2c(=O)c(-c3cnn(-c4ccccc4)c3)c(C)oc2c(CN2CCCCC2)c1O
-1,4,16,0.07,26,-8,-3,4,-3,CCc1ccc(NC(=O)CN2CCc3ccccc3C2)cc1
-5,-9,-6,-0.25,7,-15,-11,-4,6,CCOc1ccc(-n2c(C)nc3cc(C(=O)NCCN4CCOCC4)ccc32)cc1
3,19,58*,-0.62,4,/,-20,6,-17,CCOc1cc(/C=C2\C(=O)N(c3nc(-c4ccc(Br)cc4)cs3)N=C2c2ccccc2)ccc1O
-2,-4,8,0.25,1,13,-5,1,-3,Cc1cc2oc(C(=O)Nc3c(C)n(C)n(-c4ccccc4)c3=O)c(C)c2cc1C
-10,4,5,/,25,20,-8,-6,-7,Cc1ccccc1NC(=O)C1CCCN1S(=O)(=O)c1cccc2cccnc12 (stereo not given)
0,8,6,-2.2,7,-5,-8,0,-8,CCCc1ccc(C(=O)N2CCN(c3ccccc3OCC)CC2)cc1
-2,5,7,-0.26,5,-13,-7,4,-2,CC(C)CC(=O)Nc1ccc(C(=O)NNC(=O)C(c2ccccc2)c2ccccc2)cc1
-4,4,1,-0.42,-7,34,-16,-2,-6,Cc1nn(CC(=O)NCCN2CCOCC2)c(=O)c2ccccc12
-1,1,9,0.97,10,26,-10,4,-2,CC(=O)c1ccc(NC(=O)c2cnn3c(C(F)F)cc(C4CC4)nc23)cc1
3,-6,8,/,-8,14,-20,6,6,CSc1oc(-c2ccco2)nc1S(=O)(=O)c1ccccc1
4,1,12,0.91,-7,8,-5,0,2,Cn1c(CC(=O)Nc2ccc(Cl)c(Cl)c2)nnc1SCC(=O)Nc1nccs1
0,3,15,/,22,-11,-6,2,-6,CC(C)(C)c1ccc(-c2nnc3sc(-c4ccccn4)nn23)cc1
-4,-4,0,1.2,8,-16,-11,-1,2,CS(=O)(=O)Nc1cccc(C(=O)CC2(O)C(=O)Nc3ccc(Br)cc32)c1 (stereo not given)
0,0,5,-0.6,-17,17,-9,-2,0,NC(=O)C1CCN(C(=O)Nc2ccccc2)CC1
1,-17,2,0.64,-19,2,-11,-10,13,CCCNS(=O)(=O)c1ccc(OCC(=O)NCc2ccco2)cc1
-3,-10,5,-1.5,-9,0,-1,2,10,CCN(Cc1ccccc1)S(=O)(=O)c1ccc(S(=O)(=O)N2CCN(C)CC2)cc1
1,1,6,1.4,8,21,-8,-3,-4,O=S(=O)(NCCNS(=O)(=O)c1ccccc1)c1ccccc1
-4,3,8,1.1,-12,17,-5,3,-4,CC(=O)Nc1ccc(NS(=O)(=O)Cc2ccccc2)cc1
2,15,6,/,-12,4,-13,1,-11,COC(=O)/C=C1\SC(=NC(=O)c2cccc(Cl)c2)NC1=O
-2,8,6,0.75,5,-14,0,-5,-6,CCc1ccc2c(c1)c1nc(C)sc1n2CC(=O)OC
9,-6,14,-0.2,8,16,-11,14,7,Cc1cccc2cc(CN(CC3CCCO3)C(=O)c3cccnc3)c3nnnn3c12 (stereo not given)
-2,0,-6,0.41,-7,1,-11,-5,0,CCN1C2=NCCCN2c2cc(C)c(C)cc21
-2,0,3,-0.3,19,-6,-11,9,1,Cc1c(C(=O)NC(C)C)sc2ncn(CC(=O)N3CCC(C)CC3)c(=O)c12
4,5,4,/,-31,19,-11,8,-6,Cc1cc2oc(C(=O)NCc3ccncc3)c(C)c2cc1C
0,4,10,-0.83,22,-14,7,11,-2,Cc1nc2c3cc(Cl)ccc3n(CCN3CCCCC3)c2s1
2,2,5,0.33,9,-18,-11,6,2,COC(=O)c1ccc(NC(=S)Nc2ccc3ccccc3c2)cc1
6,-24,3,/,-4,7,-17,-1,19,CCC(=O)Nc1nnc(-c2ccc(OC)cc2)o1
-1,3,6,-0.45,8,12,-11,3,-5,O=C(c1nc2ncccn2n1)N1CCc2ccccc2C1
3,-1,-2,-1.9,-16,-5,0,-7,0,O=C(Nc1nc2ccc(Cl)cc2s1)c1ccco1
1,-18,6,-0.95,11,16,-12,-1,22,COc1ccc(S(=O)(=O)N2CCN(CC(=O)Nc3cccc(F)c3)CC2)cc1
0,-1,8,-0.02,-13,6,-9,7,0,O=C(Nc1ccc(OCC(=O)N2CCC(Cc3ccccc3)CC2)cc1)c1ccco1
-5,4,3,0.14,-15,-1,-10,-2,0,c1ccc2c(c1)sc1nnnn12

# An excerpt of these results, with two lines to a compound:
# Screens in order: FAK inh | LYP inh 2 | Rev-RRE block | Pyk2 oligo antag | PLK1 PBD inh | F-actin modifier | PLK1 kinase inh | EphB4 antag | PTPN22 act
> CCCc1ccc(C(=O)N2CCN(c3ccccc3OCC)CC2)cc1
 : 0 | 8 | 6 | -2.2 | 7 | -5 | -8 | 0 | -8
> CCCCN(C(=S)Nc1ccccc1)C1CCS(=O)(=O)C1 (stereo not given)
 : -6 | -9 | 4 | -0.2 | 5 | 15 | -12 | -6 | 15

# (more compounds)
FAK inh,LYP inh 2,Rev-RRE block,Pyk2 oligo antag,PLK1 PBD inh,F-actin modifier,PLK1 kinase inh,EphB4 antag,PTPN22 act,Structure
5,14,4,-0.57,3,1,-7,-2,-13,O=C(CSc1nnnn1-c1ccccc1)NCc1ccco1
4,-2,5,-0.94,-7,-26,-5,1,0,CCc1nc(SCc2cc(Cl)ccc2OC)n[nH]1
-10,-3,0,1.2,11,/,7,-6,1,Cc1ccc(-c2nc(CSCC(=O)NCc3cccnc3)c(C)o2)cc1
2,8,4,1.3,26,/,0,4,-4,CCc1ccc(NC(=O)c2noc3c2CCC3)cc1
0,9,2,0.52,-5,-17,-16,-4,-10,Cc1nn(Cc2c(Cl)cccc2Cl)c(Cl)c1/C=C/C(=O)OCC(=O)NCC(F)(F)F
1,8,8,0,9,-5,-2,9,-10,CC(=O)OC(C(=O)NCS(=O)(=O)c1ccc(C)cc1)c1cccnc1 (stereo not given)
0,-8,1,-0.09,-4,-19,-12,-1,4,COc1ccc(S(=O)(=O)N2CCC(C(=O)NCc3ccccn3)CC2)cc1C
-1,-2,7,-0.72,-2,2,4,4,1,CCOC(=O)c1ccccc1NC(=O)CSc1nnc(COc2ccccc2C)n1C
-1,-2,7,-0.3,15,5,-12,-1,0,COC(=O)[C@H](C)NC(=O)Nc1cc(OC)ccc1OC
0,-9,11,0.18,-3,7,-4,-2,8,COc1ccc2c3c(cccc13)OCC2=O
1,2,9,0.09,1,8,-5,-1,-6,CC(=O)Nc1ccc(NC(=O)c2cc(C)nn2-c2ccccc2)cc1
2,6,6,0.07,-18,2,-7,0,-6,Cc1cc(NCCN(C)C)n2nc(-c3cccs3)cc2n1
1,1,6,1.8,0,13,11,1,-1,CCCSc1nnc(Cc2cc(=O)[nH]c(=O)[nH]2)n1-c1cc(C)ccc1C
0,4,2,-0.38,-19,/,-18,-4,-5,O=C(Cn1cnc2c(nnn2-c2cccc(Cl)c2)c1=O)N1CCCC1
1,4,2,0.91,38,-20,-9,0,-4,COc1ccc(CC(=O)Nc2ccc(-c3noc(-c4cccc(OC)c4)n3)cc2)cc1
23*,5,27,/,34,-11,42,-1,-5,CN1CCc2c(sc3ncn4nc(-c5ccccc5O)nc4c23)C1
4,5,-1,-0.26,7,12,-18,-5,-6,COc1ccc(CCNC(=O)c2cc(-c3ccc(C)c(C)c3O)n[nH]2)cc1OC
2,-5,2,-0.26,-6,5,-9,0,9,Cc1nn(Cc2ccccc2Cl)c(C)c1N
13,10,35,0.39,-4,-25,-3,2,-14,O=c1c2c3c(sc2n2cnnc2n1Cc1ccccc1)CN(Cc1ccccc1)CC3
-5,0,9,/,-15,17,0,1,-4,COC(=O)c1ccccc1NC(=O)Nc1nnc(N2CCC(C)CC2)s1
